# Screens (PubChem BioAssay)
# OTUD3 block – human OTUD3 deubiquitinase inhibition; Q5T2D3; purified OTUD3, Ub-rhodamine fluorescence, 2 h; inhibition, % at 25 µM; 47,000 compounds, 0.7% hits; AID 1645858
# USP7 block – blocks human USP7 ubiquitin-rhodamine cleavage; inhibition, % at 20 µM; 47,000 compounds, 0.3% hits; AID 1645854; Q93009; purified USP7, Ub-rhodamine cleavage fluorescence
# USP30 block – human USP30 deubiquitinase inhibition; Q70CQ3; 47,000 compounds, 5.3% hits; purified USP30, Ub-rhodamine cleavage fluorescence; inhibition, % at 25 µM
# UCHL1 inh – blocks human UCHL1 ubiquitin-rhodamine cleavage. P09936. purified UCHL1, Ub-rhodamine cleavage fluorescence. inhibition, % at 20 µM. 47,000 compounds, 0.2% hits
# Target sequence (P09936 whole entry, looked up): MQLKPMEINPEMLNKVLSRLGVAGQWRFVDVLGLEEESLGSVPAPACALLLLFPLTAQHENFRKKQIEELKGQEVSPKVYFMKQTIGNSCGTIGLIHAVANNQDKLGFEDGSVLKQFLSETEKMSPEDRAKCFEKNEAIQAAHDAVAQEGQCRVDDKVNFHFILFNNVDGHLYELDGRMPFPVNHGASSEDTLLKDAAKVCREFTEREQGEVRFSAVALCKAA
# USP17 inh – human USP17-like deubiquitinase inhibition. AID 1645855. inhibition, % at 50 µM. A8MUK1. 47,000 compounds, 6.5% hits. purified USP17, Ub-rhodamine cleavage fluorescence, 3 h
# Target sequence (A8MUK1 whole entry, looked up): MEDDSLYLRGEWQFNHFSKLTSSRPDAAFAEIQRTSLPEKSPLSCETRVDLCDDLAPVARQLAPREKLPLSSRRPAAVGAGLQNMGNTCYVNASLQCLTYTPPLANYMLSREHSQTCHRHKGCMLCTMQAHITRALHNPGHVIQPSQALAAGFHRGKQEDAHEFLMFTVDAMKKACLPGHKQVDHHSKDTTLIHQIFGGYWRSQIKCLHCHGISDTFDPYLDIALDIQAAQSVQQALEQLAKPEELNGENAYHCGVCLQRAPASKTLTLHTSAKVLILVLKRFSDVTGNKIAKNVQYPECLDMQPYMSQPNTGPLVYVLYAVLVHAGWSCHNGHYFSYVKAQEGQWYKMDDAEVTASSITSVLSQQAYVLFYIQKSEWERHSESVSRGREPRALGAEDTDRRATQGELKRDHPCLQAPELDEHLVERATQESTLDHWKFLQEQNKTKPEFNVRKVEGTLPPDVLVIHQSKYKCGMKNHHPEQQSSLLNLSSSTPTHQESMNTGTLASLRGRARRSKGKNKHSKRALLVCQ
# USP28 block – inhibitors of human USP28 deubiquitinase | inhibition, % at 25 µM | AID 1645857 | purified USP28, Ub-rhodamine cleavage fluorescence, 30 min | 47,000 compounds, 3% hits
# USP8 inh – blocks human USP8 ubiquitin-rhodamine cleavage. P40818. purified USP8, Ub-rhodamine cleavage fluorescence, 30 min. inhibition, % at 20 µM. 47,000 compounds, 4.2% hits
# USP10 inh – inhibitors of human USP10 deubiquitinase | Q14694 | AID 1645856 | purified USP10, Ub-rhodamine fluorescence, 60 min | 47,000 compounds, 1.1% hits | inhibition, % at 20 µM
# Active calls of the source: *; i = inactive; . = not tested or not shown. No stated cut-off is given here; in the data, active means inhibition above about 30%; inactive means the rest. Outcome played no part in choosing rows. Share with any hit: about 13%.
USP17 inh	USP28 block	USP7 block	USP30 block	SMILES	USP10 inh	OTUD3 block	UCHL1 inh	USP8 inh
8.2	4.8	-12.2	8.9	COc1ccccc1Cc1nnc(-c2cnc3onc(C(C)C)c3c2)o1	2.9	8.1	2.6	3.8
8.5	2.3	21.5	-15.9	CCOc1ccc(C(c2c(NC(=O)c3ccccc3)sc(C)c2C)N2CCN(CCO)CC2)cc1 (stereo unspecified)	1.8	-1.8	9.8	18.7
1.6	.	1.4	.	CN1CCC(NC(=O)CN2CCN(Cc3ccc(F)cc3)C2=O)CC1	-0.9	0.5	0.1	2.1
17.6	11.6	-19.9	-11.5	Cc1csc(SCc2cc(=O)c(OC(=O)c3cccc(F)c3)co2)n1	6.4	10.3	3.3	60.7*
-162.3	-204.0	-58.2	i	CC(C)c1nc(-c2cc(C(=O)NCCN3CCOCC3)c3ccccn23)cs1	-9.0	-164.8	-50.9	-128.8
9.3	-12.7	2.2	-8.0	COc1ccc2[nH]c3c(c2c1)CCN1C(=O)N([C@@H](C)C(=O)NCC(=O)O)C(=O)[C@]31C	-3.4	0.2	-0.5	6.9
25.1	-3.2	-0.7	-36.3	COc1ccc2c(CCNC(=O)CSc3nnnn3-c3ccc(C)cc3C)c[nH]c2c1	-0.1	-7.4	-4.9	7.1
60.2*	.	3.6	.	Cc1nc(SCc2ccccc2C)c2oc3ccccc3c2n1	2.4	3.4	5.8	6.1
12.9	6.6	6.1	20.1	O=C(Nc1ccc(F)cc1)C(c1ccccc1)N1CCN(c2ccccn2)CC1 (stereo unspecified)	5.4	3.9	0.3	18.8
5.9	1.8	8.0	15.4	O=C(Nc1cccc(F)c1)c1cc(-c2ccncc2)n(-c2ccc(F)cc2)n1	3.9	2.6	8.1	10.9
-16.5	5.9	2.0	11.7	CN(C)C1CCN(C(=O)c2cnc(-c3noc4ccccc34)s2)CC1	0.1	7.7	-0.4	-127.2
-20.2	-10.0	-6.9	-25.0	CCOC(=O)C1CCCCN1S(=O)(=O)c1ccc2[nH]c(=O)ccc2c1 (stereo unspecified)	-5.3	-3.4	-5.7	-24.6
-0.5	-5.4	2.5	-5.0	COCCN(C(=O)c1ccco1)c1nc(-c2cc(OC)ccc2OC)cs1	2.8	-0.7	0.6	-2.7
-1.6	-2.7	-4.6	-0.5	Cc1cc(C)nc(NC(=O)c2csnn2)c1	1.8	-2.3	-1.8	-3.3
0.8	5.7	0.2	-1.6	O=S(=O)(c1cccc(F)c1)N1C[C@@H]2c3nccn3-c3ccccc3[C@@H]2C1	-0.1	3.8	2.3	8.4
-29.6	-7.3	-15.0	-41.7	O=C1C=CC(=O)[C@@]23O[C@@]12C1(Oc2cccc4cccc(c24)O1)[C@@H]1O[C@@H]1[C@@H]3O	0.0	1.2	1.5	1.2
37.4*	18.4	-26.2	11.2	CCN(C(=O)Cc1ccccc1OC)c1nc2c(s1)CCc1occc1-2	-12.6	21.0	-24.6	-92.9
2.6	.	0.0	.	O=C(C1CCC(=O)N1S(=O)(=O)c1ccccc1)N1CCN(c2ccccn2)CC1 (stereo unspecified)	-0.2	3.0	-1.4	2.3
-100.5	-132.3	-46.8	-494.4	N#Cc1c(N)sc2c1CCN(c1ncc(C(F)(F)F)cc1Cl)C2	-11.2	-123.4	-76.9	-61.3
1.8	-0.6	0.0	-17.0	Cc1ccc(CNC(=O)c2cnc3ccccc3n2)cc1	-4.6	30.2*	-1.9	11.3

# Quoted from the listing.
# `Cc1cc(C)nc(NC(=O)c2csnn2)c1` in USP10 inh = 1.8
# `COc1ccc2[nH]c3c(c2c1)CCN1C(=O)N([C@@H](C)C(=O)NCC(=O)O)C(=O)[C@]31C` in UCHL1 inh = -0.5

# Sorted by length of the SMILES (ascending): four of the compounds above.
USP17 inh	USP28 block	USP7 block	USP30 block	SMILES	USP10 inh	OTUD3 block	UCHL1 inh	USP8 inh
-1.6	-2.7	-4.6	-0.5	Cc1cc(C)nc(NC(=O)c2csnn2)c1	1.8	-2.3	-1.8	-3.3
8.2	4.8	-12.2	8.9	COc1ccccc1Cc1nnc(-c2cnc3onc(C(C)C)c3c2)o1	2.9	8.1	2.6	3.8
37.4*	18.4	-26.2	11.2	CCN(C(=O)Cc1ccccc1OC)c1nc2c(s1)CCc1occc1-2	-12.6	21.0	-24.6	-92.9
-29.6	-7.3	-15.0	-41.7	O=C1C=CC(=O)[C@@]23O[C@@]12C1(Oc2cccc4cccc(c24)O1)[C@@H]1O[C@@H]1[C@@H]3O	0.0	1.2	1.5	1.2

# New compounds follow.
USP17 inh	USP28 block	USP7 block	USP30 block	SMILES	USP10 inh	OTUD3 block	UCHL1 inh	USP8 inh
-20.1	-10.0	-3.7	1.3	C#CCn1cc(CN2CCc3c(nc(C)[nH]c3=O)C2)c2ccccc21	-0.6	-13.7	-0.4	-12.2
0.1	-0.9	3.6	52.2*	CC1=C(c2ccc(F)cc2)S(=O)(=O)NC1=NCC(=O)Nc1ccc(F)cc1	1.2	0.9	-4.5	6.0
-13.4	0.4	-1.9	-6.6	CCN1C[C@H]2C3(CCN(C(=O)c4cc(C)on4)CC3)CC[C@@]2(C(=O)N(C)C)C1	-1.0	-2.4	-1.0	-100.4
8.3	9.4	7.6	-2.0	CCOc1ccc(N(C(=O)c2cnccn2)C(C(=O)Nc2ccc(F)cc2)c2ccccc2F)cc1 (stereo unspecified)	3.4	-0.1	3.8	-48.6
-22.7	-19.0	-2.3	-44.7	c1cc(-c2nc(-c3ccc4c(c3)ncn4CCN3CCCCC3)no2)ccn1	-4.5	-9.8	-3.9	-13.6
2.8	-7.5	2.1	-35.2	CC(C)(C)c1ccc(OCC(=O)Nc2ccc(N3CCCCC3)cc2)cc1	-3.4	7.1	-0.4	20.8
-6.4	.	2.3	.	CCc1cccc(C)c1NC(=O)C1=Cc2cc(OC)ccc2OC1	-1.8	6.9	3.6	-2.2
-24.8	-26.3	-20.5	-76.1	O=c1c(S(=O)(=O)N2CCCC2)cccn1Cc1nc(-c2ccccc2Cl)no1	-6.2	-21.7	-17.6	-49.8
-2.9	-7.0	1.4	-5.1	COc1ccc(-c2nc3ccccc3c3nnc(SC(C)C(=O)NC4CC4)n23)cc1 (stereo unspecified)	7.2	-6.2	-1.0	-8.0
-1.4	-14.8	-0.3	0.1	CC(C)CN1C[C@@H]2CN(S(=O)(=O)c3ccccc3)C[C@@H]2C1	0.4	-7.6	-3.1	2.8
-26.5	23.4	0.1	-8.5	CN1CC[C@@H]2[C@H]1C(=O)NC[C@H](CCC(=O)NCc1ccco1)N2C	-2.8	14.8	1.3	-1.6
-8.8	-8.7	-1.9	-16.6	CC1(O)OC[C@H](O)[C@@H]1O (stereo partly specified)	-2.4	-8.0	-1.9	-2.7
1.2	6.2	2.8	19.3	Nc1nc(-c2nccs2)cc(C(F)(F)F)n1	1.0	5.9	0.6	6.1
-19.1	-10.2	-2.3	-2.9	CC(=O)N1CCn2c(c(C(=O)Nc3cccc(F)c3)c3cccnc32)C1	-6.6	-0.6	0.0	-15.2
-26.6	2.4	3.6	-1.7	CC[C@@H]1CC23OC(=O)C(=C2O)OC(=O)[C@]2(C)[C@H](CCCC[C@]3(C)C=C1C(=O)O)C(C)=C[C@@H]1C(O[C@@H]3O[C@H](C)[C@@H](OC(=O)c4c(C)cccc4OC)[C@H](O[C@H]4C[C@H](O)[C@H](OC)[C@@H](C)O4)[C@H]3O)[C@@H](O[C@@H]3O[C@@H](C)[C@H](OC)[C@@](C)(O)[C@H]3OC)CC[C@H]12 (stereo partly specified)	3.0	16.3	-0.7	-5.9
-13.0	.	3.1	.	CCn1cc(CN2CCc3nc(C(C)C)[nH]c(=O)c3CC2)cn1	2.4	-0.1	-0.5	-1.6
20.3	16.3	-1.2	12.2	Cn1c(=O)c2cc(S(=O)(=O)N3CCc4ccccc4C3)ccc2n(C)c1=O	1.4	16.6	3.8	3.2
-0.3	-11.3	-11.7	-33.9	COc1ccc(CC(C#N)(C(=O)NC2CCCCC2)c2nc3ccccc3[nH]2)cc1 (stereo unspecified)	-5.3	-9.8	-2.4	69.7*
3.6	-0.3	0.0	2.1	CC1(CCC(=O)O)OCCc2c1sc1ccccc21 (stereo unspecified)	1.7	-0.1	-0.5	-0.9
-1.5	-0.1	-4.4	-0.5	Cc1ccc(-c2cnc(NC3CCCCC3)nc2)cc1	3.0	1.3	3.7	8.9

# Compound profiles, as listed above:
# CCc1cccc(C)c1NC(=O)C1=Cc2cc(OC)ccc2OC1 across the screens: USP17 inh: -6.4; USP28 block: .; USP7 block: 2.3; USP30 block: .; USP10 inh: -1.8; OTUD3 block: 6.9; UCHL1 inh: 3.6; USP8 inh: -2.2
# CC1(CCC(=O)O)OCCc2c1sc1ccccc21 (stereo unspecified) across the screens: USP17 inh: 3.6; USP28 block: -0.3; USP7 block: 0.0; USP30 block: 2.1; USP10 inh: 1.7; OTUD3 block: -0.1; UCHL1 inh: -0.5; USP8 inh: -0.9

# Shown as a hit in OTUD3 block, of those listed so far:
USP17 inh	USP28 block	USP7 block	USP30 block	SMILES	USP10 inh	OTUD3 block	UCHL1 inh	USP8 inh
1.8	-0.6	0.0	-17.0	Cc1ccc(CNC(=O)c2cnc3ccccc3n2)cc1	-4.6	30.2*	-1.9	11.3

# Carrying on:
USP17 inh	USP28 block	USP7 block	USP30 block	SMILES	USP10 inh	OTUD3 block	UCHL1 inh	USP8 inh
-5.0	3.0	3.9	-7.9	Cn1c(C(=O)O)c(CNCc2ccco2)c2ccccc21	-2.6	8.5	-0.1	-4.8
0.1	5.7	-1.2	15.3	CC1CCCN(Cc2nc(Cn3ccn4nc(-c5ccccc5)cc4c3=O)no2)C1 (stereo unspecified)	-0.1	6.0	3.2	10.2
-0.3	-1.1	12.1	0.4	COc1ccc2c(CCN=C(NC(=O)c3ccccc3)Nc3nc(C)cc(C)n3)c[nH]c2c1	2.3	8.2	9.4	-6.8
10.8	10.0	5.0	15.2	CCCOC(=O)Cc1c(O)c2ccccc2n(C)c1=O	1.5	15.9	0.0	17.0
0.4	3.8	2.9	0.3	COCCc1nnc(NC(=O)C23CC4CC(CC(C4)C2)C3)s1	-1.5	7.4	2.8	-0.3
-31.5	-11.2	-32.8	-81.1	Nc1nc(-c2ccc3c(c2)CC(=O)N3)cs1	-2.9	-8.2	-1.5	-102.1
-1.3	-0.1	-34.0	-20.3	COc1ccc(CNC(=O)C2c3ccccc3CCN2C(C)=O)cc1 (stereo unspecified)	-3.2	2.2	-1.5	-10.8
-0.6	-24.0	-26.2	-151.8	CC1=C\[C@@H](O)CC(=O)Cc2nc(co2)C(=O)N2CCC=C2C(=O)O[C@H](C(C)C)[C@H](C)/C=C/C(=O)NC/C=C\1	-8.8	-29.5	-29.8	-161.7
0.1	-9.4	-5.5	-3.2	COC(=O)c1ccc(C(C(=O)NCC2CCCO2)N(C(=O)COc2ccc(F)cc2)c2ccc(F)cc2)cc1 (stereo unspecified)	-0.7	0.4	0.0	-35.9
-9.8	2.4	0.8	0.2	NC(=O)c1cc2cc(F)ccc2nc1C1CCN(C(=O)CCC(=O)c2cccnc2)CC1	-1.4	0.0	0.0	-14.7
18.0	14.0	1.6	25.0	Fc1ccc(-n2cc(-c3ccncn3)cn2)c(F)c1	5.0	15.3	0.7	24.3
-15.9	-17.7	1.3	-29.1	COc1ccc(S(=O)(=O)Nc2cncc(C(=O)N3CCN(Cc4ccccc4)CC3)c2)cc1	2.2	-7.9	-2.9	-22.5
-28.8	-16.9	-6.8	-29.3	O=C(Cc1ccccc1)N1CCN(c2nccn2-c2cccc(Cl)c2)CC1	-3.5	-12.4	0.6	-6.2
3.9	3.4	0.4	-43.7	CN1C(=O)C(C)(C)c2cc(S(=O)(=O)NC(C(=O)N3CCc4ccccc43)c3ccccc3)ccc21 (stereo unspecified)	4.5	-32.2	6.8	-0.1
-16.5	-17.6	-0.8	-18.8	Clc1snnc1CN1CCOC(Cn2cccn2)C1 (stereo unspecified)	-4.7	-8.8	-2.7	-54.0
12.9	8.3	3.3	16.0	CC(=O)NC(Cc1cccc(C)c1)C(=O)NC1CCN(c2nc(C)cc(C)n2)CC1 (stereo unspecified)	-3.8	12.5	1.9	21.8
-1.5	5.9	-58.4	-15.6	O=C(Cn1c(=O)n(C2CCCCC2)c(=O)c2ccccc21)N1CCCc2ccccc21	1.9	1.7	8.0	9.0
-1.5	11.6	0.0	7.2	CCn1ccc(C(=O)N2CCc3[nH]nc(-c4ccc(F)cc4)c3C2)n1	1.4	1.7	-0.1	-19.9
10.4	8.4	3.5	-0.2	Cc1ccc(-n2nc(C)c3c2NC(=O)CC3C(=O)c2ccc(O)cc2)cc1C (stereo unspecified)	-0.2	5.7	1.0	12.1
8.9	5.2	3.0	2.2	COc1ccc2[nH]cc(C(=O)CSc3nc(C)nc4c3oc3ccccc34)c2c1	-6.2	6.5	0.0	2.1
-1.4	0.1	7.7	1.4	O=C(OCCCc1ccccc1)c1nn(Cc2ccccc2)c(=O)c2ccccc12	9.6	5.5	1.4	3.7
-86.5	-70.8	-12.1	-271.9	O=C(c1ccccn1)N1CCC2(CC1)Nc1cccnc1NC2=NCc1ccccc1	-12.9	-45.2	-7.9	-241.2
14.6	-5.4	2.7	-31.6	CC(OC(=O)c1ccc(N2CCCC2=O)cc1)C(=O)Nc1ccc2c(c1)OCO2 (stereo unspecified)	0.2	-5.4	0.4	55.7*
